Assay outcomes deposited in PubChem by National Center for Advancing Translational Sciences (NCATS).
USP2a block: USP2a (human) protease inhibition. O75604. USP2 core, Ub-CHOP2 coupled fluorogenic reporter, 485/531. Potency, µM (series often up to 38.3 µM), for the others: top-dose activity change, negative = inhibition, actives largely listed as inhibitors. actives 0.01% (n = 330,000);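 further: potency means the concentration at half of the fitted maximal effect; plate controls were DMSO wells for no effect and full inhibition by NEM control for full effect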
Target sequence (O75604 whole entry, looked up): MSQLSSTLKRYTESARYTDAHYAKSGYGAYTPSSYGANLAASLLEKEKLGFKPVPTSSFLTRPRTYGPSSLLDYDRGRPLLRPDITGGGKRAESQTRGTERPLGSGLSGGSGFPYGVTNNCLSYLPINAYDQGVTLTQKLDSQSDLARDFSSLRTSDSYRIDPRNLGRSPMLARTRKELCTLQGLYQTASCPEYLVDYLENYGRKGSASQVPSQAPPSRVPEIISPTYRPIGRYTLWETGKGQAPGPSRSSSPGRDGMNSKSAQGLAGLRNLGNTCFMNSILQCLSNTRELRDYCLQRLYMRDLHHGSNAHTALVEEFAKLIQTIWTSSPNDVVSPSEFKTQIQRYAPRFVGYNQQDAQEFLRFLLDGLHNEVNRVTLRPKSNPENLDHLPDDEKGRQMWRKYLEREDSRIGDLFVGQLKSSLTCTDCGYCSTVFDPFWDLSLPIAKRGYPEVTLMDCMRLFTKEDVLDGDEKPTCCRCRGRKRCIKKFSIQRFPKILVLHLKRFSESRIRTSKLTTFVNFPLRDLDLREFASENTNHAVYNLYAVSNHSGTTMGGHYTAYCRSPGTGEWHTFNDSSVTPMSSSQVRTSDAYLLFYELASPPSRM
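USP2 core (10nM final) preincubated 30min RT with compound in 20mM Tris-HCl pH 8.0, 2mM CaCl2, 2mM beta-mercaptoethanol, 0.05% CHAPS; 25nM Ub-CHOP2 plus 25nM reporter substrate added, fluorescence (Ex485/Em531) read after 60min.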
B2AR arrestin: beta2AR (human) beta-arrestin recruitment activity; P07550; actives 0.02% (n = 330,000); Potency, µM (top dose mostly 46.1 µM), without a hit: top-dose activation, hits mostly activators; beta-arrestin recruitment to beta2AR, cell-based reporter;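 further: potency means the concentration at half of the fitted maximal effect; 0% = DMSO controls and full agonism = EC100 isoproterenol or metaproterenol; nearly all actives have a fitted effect of over 65% in size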
Integrin act MD: integrin-mediated muscular dystrophy alleviation activation. alpha7betagal myoblasts, beta-gal FDG fluorescence, 48 h. Potency, µM (doses to about 38.3 µM), inactives show at the highest dose activation, usual class: activators. actives 0.064% (n = 350,000);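 further: potency means the concentration at half of the fitted maximal effect; 100% = response of the positive control SU9516; nearly all actives have a fitted effect of over 60% in size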
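Alpha7betagal+/- myoblasts (passage 13) were plated 16-24 hr, then exposed to compounds (1:260 dilution of DMSO stock) for 48 hours at 37C. After MPER lysis, β-galactosidase reporter activity was read as FDG fluorescence (ex 480/em 540) after 30 minutes.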
uPA surface inh: cell surface uPA generation inhibition; AID 540303; Potency, µM (titrated, usually from 38.3 µM), for inactives: at the top dose activity change, negative = inhibition, usual class: inhibitors; cell surface uPA generation assay, qHTS; actives 0.31% (n = 330,000); active means well fitted inhibition curve with a large enough effect; inconclusive means small, poorly fitted or top-dose-only effect; inactive means no such curve, though single readings can be large or run the other way; tested in mouse RAW 264.7 cells; further: potency means the concentration at half of the fitted maximal effect; on the % scale 0 is the no-effect control and ±100 the full control effect; nearly all actives have a fitted effect of over 55% in size
Eya2 phos inh: inhibitors of human Eya2 phosphatase activity; Potency, µM (top dose mostly 76.9 µM), without a hit: at the highest dose activity, negative = inhibition, usual class: inhibitors; recombinant Eya2, OMFP fluorescence dephosphorylation (OMFP is methylfluorescein phosphate); actives 0.006% (n = 330,000); O00167; AID 488837; further: potency means the concentration at half of the fitted maximal effect; on the % scale 0 is the no-effect control and ±100 the full control effect
Target sequence (O00167 whole entry, looked up): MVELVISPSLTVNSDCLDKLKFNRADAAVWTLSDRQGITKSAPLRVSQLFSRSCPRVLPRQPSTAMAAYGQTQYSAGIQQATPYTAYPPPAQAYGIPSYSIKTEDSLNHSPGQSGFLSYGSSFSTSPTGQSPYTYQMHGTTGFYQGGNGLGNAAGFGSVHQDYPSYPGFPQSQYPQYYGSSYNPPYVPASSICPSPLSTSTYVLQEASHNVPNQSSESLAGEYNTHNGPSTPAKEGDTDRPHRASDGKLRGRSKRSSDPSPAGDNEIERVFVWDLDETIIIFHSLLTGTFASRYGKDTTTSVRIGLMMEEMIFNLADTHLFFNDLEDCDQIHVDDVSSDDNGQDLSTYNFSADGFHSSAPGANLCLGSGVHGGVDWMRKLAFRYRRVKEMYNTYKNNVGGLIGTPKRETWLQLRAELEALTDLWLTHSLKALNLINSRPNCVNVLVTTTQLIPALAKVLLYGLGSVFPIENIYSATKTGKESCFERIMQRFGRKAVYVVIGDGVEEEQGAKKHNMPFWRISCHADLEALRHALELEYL
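Eya2 protein (added as 0.2 uM solution) was preincubated with compound for 10 min at ambient temperature in 50 mM HEPES pH 7.5, 50 mM NaCl, 5 uM MgCl2, 0.05% BSA, 1 mM DTT. OMFP (added at 50 uM) then reacted 10 min; fluorescence read at 485/525 nm.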
ELG1 genotox: genotoxicity induction in ELG1-luciferase HEK293T cells | HEK293T ELG1-luciferase reporter, luminescence, 16 h | Potency, µM (series often up to 46 µM), for inactives: at the highest dose activity change, positive = activation, actives largely listed as activators | actives 1.3% (n = 330,000); further: potency means the concentration at half of the fitted maximal effect; % of control where 0% means no effect; nearly all actives have a fitted effect of over 60% in size
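Genotoxicity was scored as increased ELG1-luciferase reporter signal, measured by ONE-Glo luminescence (30 min, room temperature). Compound or vehicle exposure of the HEK293T reporter cells lasted 16 hr at 37°C.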
p53 reactivation: restores transcriptional activity of mutant p53; AID 504706; actives 0.063% (n = 320,000); H1299 p53-A138V BP100-luciferase reporter, luminescence, 24 h; Potency, µM (highest dose often 92.2 µM), for inactives: top-dose activity change, positive = activation, hits mostly activators; further: potency means the concentration at half of the fitted maximal effect; % of control where 0% means no effect; nearly all actives have a fitted effect of over 45% in size
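p53-null H1299 cells stably carrying temperature-sensitive p53-A138V and a BP100-luciferase reporter were pinned with compounds (4-point, 1:5 series) and held 24 hrs at 37 deg C. Luminescence was read 10 min after detection reagent.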
TRPV1 agonist: agonists of human vanilloid receptor 1 (TRPV1); actives 0.19% (n = 320,000); TRPV1-expressing cells, Fluo-8 calcium influx, agonist mode; Q8NER1; activation, % at 8.33 µM; in the data active means activation above about 80%; inconclusive means between about 30% and that limit; further: 0% is about no effect
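Cells expressing TRPV1 were dye-loaded with Fluo-8 and read kinetically: 10 s baseline, 3 min after compound (agonist portion), then 2 min after EC20 capsaicin (allosteric enhancer portion). Calcium-bound dye fluorescence at 480/520 nm.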
PTAP TSG101 blk: blocks PTAP/TSG101 interaction to inhibit HIV-1 budding | Q99816 | Fluorescence polarization, FITC-PTAP peptide / Tsg101 binding | Potency, µM (highest dose often 115 µM), for inactives: at the top dose activity change, negative = inhibition, most hits filed as inhibitors | 340,000 tested, under 10 active | AID 493005; active means well fitted inhibition curve with a large enough effect in the main read-out, with a control signal flat, not every such curve was filed as active; inconclusive means small, poorly fitted or top-dose-only effect, or effect the other way, or a change in a side signal; inactive means no such curve, though single readings can be large or run the other way; further: potency means the concentration at half of the fitted maximal effect; % of control where 0% means no effect
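Fluorescence anisotropy tracks displacement of a FITC-tagged PTAP peptide (50 nM) from the Tsg101 binding domain (10 uM), following a 20 min room-temperature incubation at pH 7.5.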
BRCA1 expr up: BRCA1 expression activation; AID 624202; actives 1.1% (n = 380,000); MCF7-BRCA1-FFLuc reporter, luminescence, 48 h; response scale: scaled: vehicle 0%, 10 µM genistein 100%; Potency, µM (doses to about 46.1 µM), for the others: at the highest dose activation, usual class: activators; further: potency means the concentration at half of the fitted maximal effect; nearly all actives have a fitted effect of over 80% in size; some results filed as inactive show a strong effect at the top dose
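MCF7-BRCA1-FFLuc cells, 2000/well in phenol-red-free MEM, attached 2 h then treated 48 h at 37 C. Luciferase luminescence read 15 min after reagent; normalized to genistein maximum activation (10microM) and DMSO, concentration-response fitted.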
ASM inhibitor: inhibitors of human secretory acid sphingomyelinase. AID 504937. Potency, µM (highest dose often 57.5 µM), for inactives: at the highest dose activity change, negative = inhibition, most hits filed as inhibitors. P17405. actives 0.006% (n = 340,000). placental ASM, HMU-PC fluorogenic substrate, 60 min; further: potency means the concentration at half of the fitted maximal effect
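Human placenta-derived ASM preincubated with compound 10 min at room temperature, then reacted with 9 uM (final) fluorogenic HMU-PC substrate for 60 min at 37 C. Stop solution raises pH to 10; fluorescence read at Ex 386/Em 447 nm.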
Starred values were filed as active, the others as inactive; u = inconclusive; x = not tested or not shown; [ ] = dose if it differs, or a comment. Unless noted, the call rests on the fitted dose curve; in most records, active means well fitted curve in the direction sought with a large enough effect; inconclusive means small, poorly fitted or top-dose-only effect, or another doubt; inactive means no such curve, though single readings can be large; an effect the other way counts as inactive or inconclusive.

SMILES	USP2a block	B2AR arrestin	Integrin act MD	uPA surface inh	Eya2 phos inh	ELG1 genotox	p53 reactivation	TRPV1 agonist	PTAP TSG101 blk	BRCA1 expr up	ASM inhibitor
Clc1ccc(-c2nnc3n2-c2ccccc2SC3)cc1	5%	0.4%	-53%[inhibitor]	-1%	-9%	1%	-3%	0	-9%	-26%	1%
O=[N+]([O-])c1ccc(Nc2ccc(F)cc2)nc1	1%	2.8%	11%	2%	5%	3%	1%	6	-3%	18%	-4%
O=S(=O)(c1ccc(F)cc1)N1CCN(S(=O)(=O)c2ccc3c(c2)OCCO3)CC1	4%	-0.2%	x	9%	9%	1%	3%	x	0%	-4%	6%
Cc1cc(C)c2cc(CN(Cc3ccco3)C(=O)NCc3ccccc3)c(=O)[nH]c2c1	-2%	2.9%	-11%	3%	0%	-7%	-2%	5	0%	-58%	-16%
CCN(CC(=O)Nc1ccc(NC(C)=O)cc1)C(=O)/C=C/c1ccc(S(=O)(=O)N2CCCCCC2)cc1	1%	-1.0%	-19%	-14%	-13%	1%	-2%	22	-2%	-37%	-4%
O=C(O)c1ccccc1-c1ccccc1C(=O)Nc1ccc2c(c1)[nH]c(=O)c1ccccc12	-6%	-1.2%	u	2%	-17%	-1%	8%	17	-20%	-16%	19%
Cc1cc([N+](=O)[O-])cc(C)c1OCC(=O)N/N=C/c1ccc(OC(=O)c2ccccc2)cc1	-11%	0.3%	23%	0%	-15%	-2%	-10%	-11	2%	-24%	-2%
CC1CCCC(NC(=O)COC(=O)COc2ccc(Cl)cc2)C1C (centres undefined)	3%	0.3%	-4%	1%	-10%	4%	6%	8	1%	5%	0%
O=C(Nc1nc(-c2ccc([N+](=O)[O-])cc2)cs1)c1c(F)cccc1F	-1%	-0.1%	-6%	-7%	9%	-1%	1%	-1	-15%	41%	-1%
CC1(C)Cc2[nH]c(=S)c(C#N)cc2CO1	2%	-0.6%	-7%	1%	0%	-2%	7%	20	-4%	-32%	-1%
O=C(c1cnccn1)N1CCc2c([nH]c3ccccc23)C1c1cccc(Cl)c1 (centres undefined)	-2%	-0.4%	-3%	u	2%	-5%	5%	1	2%	-46%	-10%
CON(C)C(=O)CCC1CCCN1C(=O)OC(C)(C)C (centres undefined)	-2%	-1.2%	-4%	-4%	0%	2%	-9%	x	-4%	-1%	38%[activator]
O=C(N/C(=C/c1cccc([N+](=O)[O-])c1)C(=O)N1CCCC1)c1ccccc1	1%	-0.3%	-11%	0%	8%	1%	-1%	29	-4%	-10%	0%
O=C(c1ccccc1)c1ccc(C(=O)N2CCN(c3ccc(F)cc3)CC2)o1	3%	0.0%	-5%	-1%	-4%	-10%	-4%	u	1%	-6%	-6%
O=C(N/N=C/c1ccco1)c1cc(-c2cccc3ccccc23)n[nH]1	-4%	-0.5%	-5%	-1%	-7%	9%	7%	-1	3%	-3%	-11%
N#Cc1ccccc1NC(=O)Nc1cccs1	2%	-1.1%	3%	11%	-13%	3%	1%	0	-1%	-2%	23%
CCc1ccc2[nH]c(=O)c(CN(CCCN3CCOCC3)C(=O)Nc3ccccc3)cc2c1	5%	-0.3%	0%	-7%	-3%	-5%	4%	8	-4%	-15%	-7%
CCOc1cc(C(c2c(C)[nH][nH]c2=O)c2c(C)[nH][nH]c2=O)ccc1OC(=O)c1cccc([N+](=O)[O-])c1	0%	0.1%	0%	x	-23%	-2%	1%	4	-3%	0%	-6%
COc1cc(/C=N/NC(N)=O)cc(Br)c1OCc1ccc(C)cc1	4%	2.6%	-16%	-1%	-17%	-1%	-1%	-1	-1%	0%	-7%
Cc1ccccc1OCc1nc2ccccc2c(=O)n1/N=C/c1ccco1	2%	-0.5%	-4%	5%	-32%	-2%	2%	-7	-1%	47%	-7%
Cc1cccc(NC(=O)CSc2nc3nc(C)cc(C)n3n2)c1	1%	0.0%	-15%	8%	3%	-5%	-4%	-2	-1%	-15%	-2%
CC(C)(C)NC(=O)COC(=O)c1c2c(nc3ccccc13)CCC2	0%	0.1%	14%	0%	-4%	-19%	-7%	-1	3%	-11%	-1%
CC(C)(C)c1ccc(C(=O)NNC(=O)c2ccc(Cl)cc2)cc1	1%	-0.3%	25%	-5%	-6%	3%	-1%	0	4%	11%	-5%
CCc1nc2ccccc2c(C(=O)OCC(=O)Nc2cccc(S(=O)(=O)NC3=NCCCCC3)c2)c1C	4%	-0.3%	-12%	-5%	6%	-23%	-6%	-1	-4%	-69%	-3%
COc1ccc(Cl)cc1NC(=O)C/C(C)=N/NC(=O)CC#N	1%	-0.1%	-1%	-4%	16%	1%	-2%	1	-5%	-28%	2%
Cc1c(CC(=O)NCCCCCC(=O)O)c(=O)oc2c(C)c3oc4c(c3cc12)CCCC4	0%	-0.5%	25%	-29%	-22%	1%	4%	1	-6%	-1%	207%[activator]
Cc1ccccc1C(=O)NNC(=O)c1ccoc1C	5%	-0.4%	18%	-1%	10%	8%	14%	x	0%	15%	4%
Fc1ccc(-c2nc(-c3cccs3)no2)cc1	8%	-1.1%	22%	-5%	-4%	u	17%	7	-1%	41%	-1%
COc1cc(C(=O)N2CCN(C3CCC(C)CC3)CC2)cc(OC)c1OC (centres undefined)	-9%	-0.7%	-8%	6%	-7%	2%	2%	2	-7%	0%	-2%
CCNC(=O)C(=O)NCCC1CCCCN1S(=O)(=O)c1cccs1 (centres undefined)	1%	0.1%	-4%	-5%	-35%	1%	-2%	-1	-1%	-11%	4%
COc1cc(CC(=O)NNC(=O)c2cc(C)oc2C)cc(OC)c1OC	7%	2.5%	13%	-1%	3%	0%	1%	-3	-2%	-10%	0%
O=C(Cn1cnc2ccccc2c1=O)NCC(=O)N1CCN(Cc2ccc3c(c2)OCO3)CC1	2%	-0.3%	6%	-2%	-13%	-5%	7%	1	-3%	15%	2%
CCCCn1c(N)c(N(CCC(C)C)C(=O)c2ccc(-c3ccc([N+](=O)[O-])cc3)o2)c(=O)[nH]c1=O	0%	0.2%	2%	-2%	-10%	18%	-1%	0	-2%	-41%	0%
Cc1ccc(OCCC(=O)N(CC(=O)Nc2ccccc2C(F)(F)F)Cc2ccco2)cc1	-2%	-0.1%	0%	3%	17%	-14%	6%	13	-7%	-4%	-1%
Cc1ccc(Nc2nc(-c3ccncc3)nc3ccccc23)cc1	-1%	0.3%	-11%	5%	1%	6%	-1%	11	-3%	7%	60%
CCOC(=O)c1ccc(NC(=S)NCCCN2CCCC2=O)cc1	9%	-0.4%	0%	-3%	3%	2%	-2%	4	-11%	-37%	0%

Random excerpt: 2 compounds from above
SMILES	USP2a block	B2AR arrestin	Integrin act MD	uPA surface inh	Eya2 phos inh	ELG1 genotox	p53 reactivation	TRPV1 agonist	PTAP TSG101 blk	BRCA1 expr up	ASM inhibitor
Fc1ccc(-c2nc(-c3cccs3)no2)cc1	8%	-1.1%	22%	-5%	-4%	u	17%	7	-1%	41%	-1%
COc1cc(CC(=O)NNC(=O)c2cc(C)oc2C)cc(OC)c1OC	7%	2.5%	13%	-1%	3%	0%	1%	-3	-2%	-10%	0%

The listing continues:
SMILES	USP2a block	B2AR arrestin	Integrin act MD	uPA surface inh	Eya2 phos inh	ELG1 genotox	p53 reactivation	TRPV1 agonist	PTAP TSG101 blk	BRCA1 expr up	ASM inhibitor
O=C(Cc1ccc(Cl)cc1)Nc1ccc2c(c1)C(=O)NC2=O	1%	-0.5%	12%	0%	-13%	-7%	2%	4	-2%	-2%	3%
COC(=O)CN1C(=O)N(c2ccccc2)C(N(O)C(=O)Nc2ccccc2)C1(C)C (centres undefined)	4%	0.5%	-45%	-1%	-6%	0%	6%	5	-3%	-3%	-1%
CCCCN1C(=O)C2ON(c3ccccc3C)C(c3ccco3)C2C1=O (centres undefined)	3%	-0.3%	14%	17%	-5%	-16%	-15%	x	-5%	-40%	-2%
O=C1CSC(c2cccc(Cl)c2Cl)N1c1ccccn1 (centres undefined)	2%	-0.7%	-19%	2%	-10%	0%	-8%	0	-9%	1%	4%
CN(C)Cc1cc(C(C)(C)c2cc(CN(C)C)c(O)c(CN(C)C)c2)cc(CN(C)C)c1O	3%	-0.7%	-18%	3%	-22%	0%	-8%	-1	-3%	0%	2%
CN(C)S(=O)(=O)N1C(=O)c2ccccc2C1=O	-2%	-0.4%	-8%	10%	1%	6%	-3%	-4	-8%	1%	-5%
CCn1c2ccccc2c2cc(NC(=O)c3ccccc3[N+](=O)[O-])ccc21	-1%	-0.3%	7%	2%	1%	3%	12%	18	-1%	-68%	-11%
S=C(NCc1ccco1)N1CCN(c2ccccc2Cl)CC1	0%	-0.1%	-17%	1%	-5%	0%	1%	9	-1%	37%	5%
